TRPC6 inh: mouse TRPC6 channel inhibition; 310,000 compounds, 1.1% hits; Q61143; HEK293-TRPC6, membrane potential dye, ACh-evoked depolarization; active compounds read low; AID 2553; B-score at 10 µM;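 active = B-score under library mean minus 3 SD, initial fluorescence not abnormally high, positive integrated signal ratio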;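 note: B-score derived from integrated fluorescence ratio over the kinetic read; more negative B-score means stronger inhibition of depolarization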
Target sequence (Q61143 whole entry, looked up): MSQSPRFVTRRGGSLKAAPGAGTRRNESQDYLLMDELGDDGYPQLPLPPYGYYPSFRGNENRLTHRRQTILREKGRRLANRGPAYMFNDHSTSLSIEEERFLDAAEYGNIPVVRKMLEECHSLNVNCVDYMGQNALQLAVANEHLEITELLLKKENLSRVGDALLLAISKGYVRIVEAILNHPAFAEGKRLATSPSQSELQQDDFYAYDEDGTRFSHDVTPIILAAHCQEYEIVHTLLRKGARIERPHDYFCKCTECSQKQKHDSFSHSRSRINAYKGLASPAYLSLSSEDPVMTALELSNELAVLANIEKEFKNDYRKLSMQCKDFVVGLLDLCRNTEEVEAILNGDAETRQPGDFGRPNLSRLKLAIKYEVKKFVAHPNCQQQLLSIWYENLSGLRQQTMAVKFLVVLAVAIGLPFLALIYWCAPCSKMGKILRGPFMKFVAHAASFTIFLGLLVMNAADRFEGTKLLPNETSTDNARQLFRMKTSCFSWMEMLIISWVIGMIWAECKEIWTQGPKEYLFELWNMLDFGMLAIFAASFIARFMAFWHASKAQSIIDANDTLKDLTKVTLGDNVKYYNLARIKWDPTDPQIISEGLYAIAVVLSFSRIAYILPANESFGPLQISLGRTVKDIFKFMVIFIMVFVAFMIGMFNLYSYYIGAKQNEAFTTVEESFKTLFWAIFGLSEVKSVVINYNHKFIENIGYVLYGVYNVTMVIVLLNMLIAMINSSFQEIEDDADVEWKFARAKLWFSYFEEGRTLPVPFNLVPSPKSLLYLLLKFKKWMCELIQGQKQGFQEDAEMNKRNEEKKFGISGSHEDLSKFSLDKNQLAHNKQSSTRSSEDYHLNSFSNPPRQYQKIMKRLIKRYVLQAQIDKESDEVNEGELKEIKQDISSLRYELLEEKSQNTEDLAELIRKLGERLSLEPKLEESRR
MrgX1 antagonist: antagonists of human MrgX1 receptor. Q96LB2. 310,000 compounds, 1.3% hits. AID 588676. MRGX1-HEK293 calcium flux, Fluo-4, BAM8-22 antagonism; active compounds read low. B-score at 10 µM;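 active = calcium-response B-score plate-corrected more than 3 library SD below zero, starting fluorescence within 5 deviations, no agonist response on first addition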;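 note: peak minus trough fluorescence over baseline after final BAM8-22 challenge near maximal dose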
TMEM16A inh: blocks the mouse calcium-activated chloride channel TMEM16A. Q8BHY3. HEK293 TMEM16A/YFP iodide influx fluorescence, ionomycin. normalized B-score (activity score, 25-100; higher = stronger inhibition) at 10 µM. 310,000 compounds, 1.2% hits;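 active = ratio plate-corrected score three or more library SD toward inhibition, starting fluorescence score within five deviations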;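 note: score derived from kinetic fluorescence span divided by baseline fluorescence per well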
MrgX1 ag: agonists of human MrgX1 receptor; Q96LB2; MrgX1-HEK293 cells, Fluo-4 calcium fluorescence, agonist mode; active compounds read high; B-score at 10 µM; 310,000 compounds, 0.44% hits; AID 588627;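 active = calcium response B-score plate-corrected fluorescence ratio at least 3 library SD, with starting fluorescence B-score inside 5 SD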
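System – MrgX1-expressing HEK293 cells · Incubation – cells plated overnight, dye loaded 0.5 h 37 °C, 0.5 h room temperature · Technique – kinetic Fluo-4 NW fluorescence of intracellular calcium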
MrgX1 allo act: human MrgX1 positive allosteric modulation, primary screen. Q96LB2. MrgX1-HEK293, Fluo-4 calcium flux, FDSS; active compounds read high. B-score at 10 µM. 310,000 compounds, 0.63% hits. AID 588675;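 active = plate-corrected calcium response at least 3 library SD above typical, normal starting fluorescence, not activating the receptor alone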;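 note: compound read alongside a low EC10 to EC30 dose of BAM8-22 agonist; peak minus trough fluorescence over baseline measured at the second addition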
TRPC4 PAM: TRPC4 (mouse) allosteric potentiation. Q9QUQ5. HEK293 TRPC4beta/mu-opioid, DAMGO EC20, Fluo-4 Ca2+ flux; active compounds read high. B-score at 10 µM. 310,000 compounds, 0.42% hits. AID 2227;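 active = B-score of calcium response area above 5 SD of library B-scores, with initial fluorescence ratio within 5 SD of library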;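 note: B-score of integrated fluorescence ratio over time as area under calcium response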
TRPC4 block: blocks the mouse TRPC4 cation channel. Q9QUQ5. HEK293 TRPC4beta/mu-opioid, DAMGO-evoked Fluo4 calcium flux; active compounds read low. B-score at 10 µM. 300,000 compounds, 0.39% hits;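 active = B-score over 3 SD under the library average, no early fluorescence shift, positive overall ratio signal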
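Assay system: HEK293 cells with stable TRPC4beta plus mu-opioid receptor expression; Probe or stimulus: DAMGO in two steps, submaximal then maximal; Dosing: single-point compound dosing; Measured by: Fluo4 calcium-dye fluorescence, kinetic read; Read-out basis: B score from integrated Fluo4 fluorescence ratio.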
SKKanGAS inh: blocks kanamycin growth of S. pyogenes SKKanGAS strain; 300,000 compounds, 1.3% hits; BacTiter-Glo, 6 h; inhibition, % at 7.5 µM; AID 1662;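 active = mean replicate score, as percent of positive control median, at least 50; inconclusive = mean below 50 but one replicate at or above 50; inactive = mean and every replicate below 50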;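 note: strain carries kanamycin resistance gene driven by streptokinase promoter and grows in 40 µg/ml kanamycin; loss of luminescence reflects streptokinase promoter inhibition or plain growth inhibition; 0% = median of DMSO wells and 100% = positive control at its reference dose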
TRPC4 agonist: opens the mouse TRPC4 cation channel | AID 2237 | 310,000 compounds, 0.49% hits | HEK293 TRPC4beta/mu-opioid, Fluo4 calcium fluorescence; active compounds read high | Q9QUQ5 | B-score at 10 µM;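 active = B-score above 5 SD of library B-scores, and initial fluorescence ratio not above library mean plus 5 SD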;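 note: positive B-score marks a calcium rise read as TRPC4 activation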
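Assay system: HEK293 cells stably co-expressing mouse TRPC4beta and mu-opioid receptor / Timing: Fluo4 dye loading 45 min at room temperature, 110 s recording / Signal: Fluo4 calcium-sensitive dye fluorescence, kinetic, 1 Hz baseline / Read-out: integrated baseline-normalised fluorescence ratio, converted to per-well B score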
TRPC6 activator: mouse TRPC6 channel activation; Q61143; HEK293-TRPC6 membrane potential dye fluorescence; active compounds read high; B-score at 10 µM; 310,000 compounds, 0.13% hits; AID 2550;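 active = B-score of the integrated fluorescence ratio above library mean plus 3 SD, and starting fluorescence ratio within library mean plus 5 SD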;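 note: higher score means more depolarization so channel activation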
TMEM16A act: mouse TMEM16A channel activation, primary screen | HEK293 TMEM16A/YFP-H148Q/I152L, iodide quench fluorescence; active compounds read low | B-score at 10 µM | 340,000 compounds, 0.3% hits | AID 623877;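 active = fluorescence-ratio B-score plate-corrected deviation score at least 3 library SD below zero, with starting fluorescence score within 5 deviations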;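 note: channel opened by trigger with iodide after compound preincubation; score built on the fluorescence ratio of max minus min over baseline; more negative score means more quench and so TMEM16A activation or potentiation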
* marks the source's active call; other numbers are inactive results; i = inactive; ? = inconclusive; / = no result given.

SMILES | TRPC6 inh | MrgX1 antagonist | TMEM16A inh | MrgX1 ag | MrgX1 allo act | TRPC4 PAM | TRPC4 block | SKKanGAS inh | TRPC4 agonist | TRPC6 activator | TMEM16A act
CCC(=O)N(Cc1cc(=O)[nH]c2ccccc12)c1ccccc1 | i | i | i | i | i | i | i | -9 | i | i | i
COc1cc2c(cc1OC)CN(C(=O)CCNS(=O)(=O)c1ccc(Br)cc1)CC2 | i | i | i | i | i | i | i | 11 | i | i | i
O=C(NCc1ccon1)C1CCC(=O)N(CCc2ccc(Cl)cc2)C1 (stereo unspecified) | i | i | i | i | i | i | i | -3 | i | i | i
CC(C)(C)c1ccc(C(=O)N2CCNCC2)cc1 | i | i | i | i | i | i | i | -5 | i | i | i
COCCNC(=O)C12CC3CC(C1)CC(c1ccccc1)(C3)C2 | i | i | i | i | i | i | i | 4 | i | i | i
Cc1ccc(S(=O)(=O)Nc2cccc3cccnc23)cc1 | i | i | i | i | i | i | i | ? | i | i | i
O=C(Oc1ccccc1)N1CCN(c2ccc(F)cc2)CC1 | i | i | i | i | i | i | i | 8 | i | i | i
O=C(Cc1ccsc1)NNC(=O)c1ccc(F)cc1 | i | i | i | i | i | i | i | 10 | i | i | i
CC(C)Cc1nnc(NC(=O)CC(C)c2ccccc2)s1 (stereo unspecified) | i | i | i | i | i | i | i | 16 | i | i | i
COc1ccc(/C=C(\C#N)C(=O)Nc2cccc3ncccc23)cc1OC | i | i | i | i | i | i | i | -5 | i | i | i
CC[C@@]12C(=O)N(c3cccc(C)c3)C(=O)N1[C@H](c1ccc(OC)cc1)[C@@H]1C(=O)N(C(C)(C)C)C(=O)[C@@H]12 | i | i | i | i | i | i | i | 2 | i | i | i
O=C(Cn1cnc2c(oc3ccccc32)c1=O)N1CCCc2ccccc21 | i | i | i | i | i | i | i | 4 | i | i | i
O=C(Nc1ccccc1C(=O)O)c1ccc(Cl)c(S(=O)(=O)N2CCOCC2)c1 | i | i | i | i | i | i | i | 11 | i | i | i
COc1cccc(-n2nnc3c(=O)n(Cc4ccc(Br)cc4)cnc32)c1 | i | i | i | i | i | i | i | 30 | i | i | i
COC(=O)c1ccccc1NCCO | i | i | i | i | i | i | i | 0 | i | i | i
COc1ccc(S(=O)(=O)Nc2c(C)c(C)cc3c2ncn3C)cc1 | i | i | i | i | i | i | i | 7 | i | i | i
CCOc1ccc(NC(=O)CN(C)C(=O)c2c(-c3ccccc3Cl)noc2C)cc1OCC | i | i | i | i | i | i | i | 3 | i | i | i
COc1ccc(C2Nc3ccccc3NC3=C2C(=O)CC(C)(C)C3)cc1OC (stereo unspecified) | i | i | i | i | i | i | i | 0 | i | i | i
COc1ccccc1N1CCN(C(=O)c2ccc3nc[nH]c3c2)CC1 | i | i | i | i | i | i | i | -6 | i | i | i
S=C(NCc1ccccc1)NCc1cccc(Cl)c1 | i | i | i | i | i | i | i | / | i | i | i
CC1=C(C(=O)OCc2ccccc2)C(c2ccc([N+](=O)[O-])cc2)NC(=O)N1C (stereo unspecified) | i | i | i | i | i | i | i | -3 | i | i | i
COc1ccccc1N1CCN(C(=O)C2CCN(C(=O)c3ccc(C(C)(C)C)cc3)CC2)CC1 | i | i | i | i | i | i | i | 0 | i | i | i
CCOc1cc(C)c(S(=O)(=O)N2CCCCC2)cc1C | i | i | i | i | i | i | i | 23 | i | i | i
COc1ccccc1CNC(=O)C1CCN(S(=O)(=O)c2ccc3c(c2)OCCO3)CC1 | i | i | i | i | i | i | i | -1 | i | i | i
COc1cc(C2N(c3ccc(Cl)cc3)C(=O)C3CCCN32)cc(OC)c1OC (stereo unspecified) | i | i | i | i | i | i | i | -1 | i | i | i
NC(=S)N/N=C/c1ccc(-n2nncc2-c2ccc(Cl)cc2)cc1 | i | i | i | i | i | i | i | -1 | i | i | i
CCOc1ccc(C(=O)Nc2nccs2)cc1[N+](=O)[O-] | i | i | i | i | i | i | i | -9 | i | i | i
Nc1nc(CSc2nc3ccccc3s2)nc(Nc2ccccc2)n1 | i | i | i | i | i | i | i | 40 | i | i | /
O=[N+]([O-])c1ccc2nc(-c3ccccc3)[nH]c2c1 | i | i | i | i | i | i | i | -3 | i | i | i
CC(C)C(O)(C#CCN1CCCCCC1)c1ccccc1 (stereo unspecified) | -7.1* | i | i | i | i | i | i | -1 | i | i | i
O=C(c1ccc(F)cc1)C1CCN(C(=S)Nc2ccc(F)cc2)CC1 | i | i | i | i | i | i | i | -1 | i | i | i
O=C(COC(=O)c1ccc(O)cc1)Nc1nccs1 | i | i | i | i | i | i | i | -28 | i | i | i
CSCC[C@H](NC(=O)Nc1ccc(C)cc1)C(=O)O | i | i | i | i | i | i | i | -10 | i | i | i
CC(C)N(Cc1cnn(C)c1)Cc1nc(COc2ccccc2)no1 | i | i | i | i | i | i | i | -4 | i | i | i
COc1cc(NC(=O)CCc2nnc3ccc(N4CCC(C)CC4)nn23)cc(OC)c1 | i | i | i | i | i | i | i | 2 | i | i | i
CCC(C)(C(=O)NC1CCCC1)N(C(=O)CNC(C)=O)c1ccccc1 (stereo unspecified) | i | i | i | i | i | i | i | 11 | i | i | i
CCN(C(=O)COc1ccccc1)c1nnc(-c2cccnc2)s1 | i | i | i | i | i | i | i | -3 | i | i | i
COc1ccc(N2CCN(c3ncnc4sc(C(=O)NCC5CCCO5)c(C)c34)CC2)cc1 (stereo unspecified) | i | i | i | i | i | i | i | 11 | i | i | i
CCOc1ccc(OCCCC(=O)NC2=NCCS2)cc1 | i | i | i | i | i | i | i | 2 | i | i | i
O=C(CSc1nc2ccccc2s1)NNC(=S)Nc1ccccc1 | i | i | i | i | i | i | i | 16 | i | i | i
COc1cc(C(=S)N2CCOCC2)ccc1OC(=O)c1ccccc1C | i | i | i | i | i | i | i | 0 | i | i | i
COc1cc(OC)cc(-c2cc(N3C(=O)Nc4ccccc4N3O)n[nH]2)c1 | i | i | i | i | i | i | i | 0 | i | i | i
CCC(C)C(NC(=O)/C(=C\c1ccccc1)NC(=O)c1ccc(OC)cc1)C(=O)O (stereo unspecified) | i | i | i | i | i | i | i | 3 | i | i | i
Nc1nccnc1C(=O)OCC(=O)c1ccc[nH]1 | i | i | i | i | i | i | i | -8 | i | i | i
COC(=O)/C=C/c1ccc2c(c1)S(=O)(=O)N(c1cccc(OC)c1)[C@H]2CC(=O)OC | i | i | i | i | i | i | / | 2 | i | i | i
O=S(=O)(Nc1cccc(-c2cn3ccsc3n2)c1)c1ccc(F)cc1 | i | i | i | i | i | i | i | 11 | i | i | i
Cc1cc(N/C(=N/S(=O)(=O)c2cc(F)ccc2F)c2ccccc2)n(-c2ccccc2)n1 | i | i | i | i | i | i | i | 15 | i | i | i
CCN1CCN(c2ccc(NC(=O)c3ccc4c(c3)[nH]c(=O)n4Cc3ccc(F)cc3)cc2)CC1 | i | i | i | i | i | i | i | 4 | i | i | i
Cc1cccc(CCNC(=O)CCS(=O)(=O)c2cc3c(cc2Cl)NC(=O)CO3)c1 | i | i | i | i | i | i | i | -2 | i | i | i
Cn1nc(C(C)(C)C)c(NC(=O)c2cccs2)c1C(C)(C)C | i | i | i | i | i | i | i | 7 | i | i | i
COC(=O)c1cc(OC)c(OC)cc1NC(=O)Cc1cccs1 | i | i | i | i | i | i | i | 0 | i | i | i
CC1CCCCC1NS(=O)(=O)c1ccc(S(=O)(=O)N2CCCC2)cc1 (stereo unspecified) | i | i | i | i | i | 49* | i | 2 | i | i | i
c1ccc(C[n+]2c(-c3ccccc3)csc2Nc2ccccc2)cc1 | i | i | i | i | i | i | i | 1 | i | i | i
O=C(O)c1ccc(S(=O)(=O)N2CCC3(CC2)CC(=O)c2ccccc2O3)cc1 | i | i | i | i | i | i | i | 5 | i | i | i
CCOCCN(C(=O)c1ccccc1Cl)c1ccccc1 | i | i | i | i | i | i | i | 1 | i | i | i
CCN(CC)C(=S)Oc1ccc(Cl)cc1Cl | i | i | i | i | i | i | i | -2 | i | i | i
CCN(CC(=O)Nc1c(F)cccc1F)C(=O)COc1ccc2c(C)cc(=O)oc2c1 | i | i | i | i | i | i | i | -1 | i | i | i
CCOC(=O)c1c(C)[nH]c(C)c1S(=O)(=O)NCC(=O)Nc1ccccn1 | i | i | i | i | i | i | i | 1 | i | i | i
Nc1nccnc1C(=O)OCC(=O)N1CCN(S(=O)(=O)c2ccc(Cl)cc2)CC1 | i | i | i | i | i | i | i | 11 | i | i | i
CC1=CC(C)(C)N2C(=O)C3(C(C#N)=C(N)OC4=C3C(=O)CCC4)c3c(C)c(C)cc1c32 (stereo unspecified) | i | i | i | i | i | i | i | 8 | i | i | i

Complete entries as entered above. Order of values: TRPC6 inh, MrgX1 antagonist, TMEM16A inh, MrgX1 ag, MrgX1 allo act, TRPC4 PAM, TRPC4 block, SKKanGAS inh, TRPC4 agonist, TRPC6 activator, TMEM16A act
`O=C(O)c1ccc(S(=O)(=O)N2CCC3(CC2)CC(=O)c2ccccc2O3)cc1` in the list: i, i, i, i, i, i, i, 5, i, i, i
`Cc1cccc(CCNC(=O)CCS(=O)(=O)c2cc3c(cc2Cl)NC(=O)CO3)c1` in the list: i, i, i, i, i, i, i, -2, i, i, i

The listing continues.
SMILES | TRPC6 inh | MrgX1 antagonist | TMEM16A inh | MrgX1 ag | MrgX1 allo act | TRPC4 PAM | TRPC4 block | SKKanGAS inh | TRPC4 agonist | TRPC6 activator | TMEM16A act
CC1=C(C(=O)NCCN2CCOCC2)C2(CCC(C)CC2)OC1=O (stereo unspecified) | i | i | i | i | i | i | i | 0 | i | i | i
O=C(NCCc1ccncc1)C12CC3CC(CC(C3)C1)C2 | i | i | i | i | i | i | i | 9 | i | i | i
Clc1ccccc1OCCCn1ccnc1 | i | i | i | i | i | i | i | -16 | i | i | i
O=C(NC1CC1)C1CCN(S(=O)(=O)c2ccc(Cl)cc2)CC1 | i | i | i | i | i | i | i | 0 | i | i | i
